Source: PubChem (several laboratories)
GALR2 blocker: GALR2 antagonists in receptor-expressing cells, primary screen; Galanin receptor type 2 (Homo sapiens), O43603; antagonist mode; inhibition, % at 4 µM; 140,000 compounds, 0.39% hits; in the data active means inhibition above about 27%;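 further: cells stimulated with galanin 1-16 at roughly its EC80; 0% = agonist challenge control and 100% = basal control without agonist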
Target sequence (O43603 whole entry, looked up): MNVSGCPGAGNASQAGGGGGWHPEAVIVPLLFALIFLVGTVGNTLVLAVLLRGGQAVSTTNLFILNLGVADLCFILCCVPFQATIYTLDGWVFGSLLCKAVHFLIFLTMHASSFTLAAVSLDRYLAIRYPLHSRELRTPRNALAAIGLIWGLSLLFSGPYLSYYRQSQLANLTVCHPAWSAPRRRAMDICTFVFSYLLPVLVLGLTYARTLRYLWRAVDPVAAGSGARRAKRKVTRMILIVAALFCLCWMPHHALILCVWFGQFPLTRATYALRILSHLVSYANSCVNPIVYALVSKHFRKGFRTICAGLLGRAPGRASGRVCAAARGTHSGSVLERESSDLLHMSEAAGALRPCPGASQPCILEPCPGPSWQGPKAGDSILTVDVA
MRP1 act: H69AR viability gain despite doxorubicin, primary screen, MRP-1 activator project, H69AR cells, CellTiter-Glo. 140,000 compounds, 0.61% hits. viability rescue. viability increase, % at 10 µM;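 active means viability gain under doxorubicin at or above a set limit, the compound median plus 3 SD, cut at about 4.7% in these data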;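 further: MRP-1 overexpressing cells given doxorubicin 25 µM after compound pretreatment; 18-22 h compound pretreatment then 72 h with doxorubicin before readout; 0% = doxorubicin-only wells and 100% = vehicle-treated cells without doxorubicin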
BB579 growth dn: growth inhibitors of yeast BB579 in restrictive medium, primary screen, yeast lifespan-shortening project, S. cerevisiae | OD615, 48 h | inhibition, % at 10 µM | 140,000 compounds, 0.51% hits | AID 804, 2007;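 active means inhibition above a set limit, 3 SD over the mean compound inhibition, cut at about 44% in these data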; further: inactives centre near -24
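Material: Saccharomyces cerevisiae DeaD strain BB579, replicative lifespan model yeast; buffer or medium: CSMM-D restrictive synthetic medium containing dextrose (glucose); compound: 10 µM single dose, DMSO 0.25%; timing: 48 h compound exposure at 30 °C after 4 h preincubation; signal: turbidity as optical density at 615 nm; benchmarks: positive control amphotericin B 10 µg/mL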
NPY Y2 blocker: NPY-Y2 receptor antagonists, primary screen, cell-based | Neuropeptide Y receptor type 2 (Homo sapiens), P49146 | NPY-Y2 expressing cells, antagonist mode | inhibition, % at 2.7 µM | 140,000 compounds, 0.99% hits | AID 793, 2007; in the data active means inhibition above about 17%;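 further: 0% = vehicle with agonist challenge and 100% = reference antagonist with challenge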
Target sequence (P49146 whole entry, looked up): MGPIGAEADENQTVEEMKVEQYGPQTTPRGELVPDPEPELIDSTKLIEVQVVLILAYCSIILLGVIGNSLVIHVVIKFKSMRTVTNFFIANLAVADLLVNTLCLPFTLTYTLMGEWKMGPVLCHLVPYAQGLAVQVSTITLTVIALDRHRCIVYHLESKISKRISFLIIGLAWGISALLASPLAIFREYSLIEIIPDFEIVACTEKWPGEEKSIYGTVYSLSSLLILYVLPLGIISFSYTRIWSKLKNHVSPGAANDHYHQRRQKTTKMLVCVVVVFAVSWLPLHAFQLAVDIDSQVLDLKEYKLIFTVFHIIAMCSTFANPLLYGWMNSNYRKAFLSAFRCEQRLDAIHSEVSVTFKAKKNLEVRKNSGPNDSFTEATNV
PTEN del growth: growth suppression of PTEN-null HCT116, primary screen, cell-based, CellTiter-Glo | viability, % at 10 µM | 140,000 compounds, 1.2% hits | HCT116 PTEN-null viability, 60 h; hits give low values;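 active means viability at or below a set limit, 4 SD under the median of all tested compounds, cut at about 3.7% in these data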;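 further: PTEN knockout HCT116 line with beta catenin targeted HCT116 as companion control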
E-sel TNF inh: E-selectin induction blockers in HUVEC – imaging, immunofluorescence, high content, primary screen | HUVEC TNFa-induced E-selectin immunofluorescence | inhibition, % at 2 µM | 120,000 compounds, 0.71% hits | AID 1246, 2008;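 active means inhibition above the batch mean plus 3 SD, and confirmed as a hit on visual image review, cut at about 43% in these data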;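 further: 0% = TNF-stimulated DMSO wells and 100% = unstimulated control wells; not every result past the cut was called active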
Measles CPE: compounds protecting cells from measles virus cytopathic effect, primary screen, measles RdRp inhibitor project, single point, MLSMR library, absorbance; Measles virus-infected cells, CPE protection; protection (pct of control), % at 4 µM; 140,000 compounds, 1.5% hits; in the data active means protection mostly above about 24%, no sharp cut-off; inactive means mostly below about 26%; further: some compounds called inactive have numbers as strong as hits
Yeast lifespan up: compounds extending yeast replicative lifespan, primary screen, S. cerevisiae, OD615 | 130,000 compounds, 0.68% hits | inhibition of the nicotinamide effect, % at 10 µM | S. cerevisiae growth with nicotinamide; deaD strain in restrictive glucose medium | AID 775, 2007;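 active means inhibition above a set limit, placed 3 SD over the median of all compounds, cut at about 26% in these data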;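 further: 0% = nicotinamide-treated wells and 100% = cells grown without nicotinamide; some compounds called inactive have numbers as strong as hits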
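Buffer or medium: CSMM-D glucose medium, restrictive; test system: modified budding yeast, DeaD strain; compound: single dose 10 µM compound, 0.25% DMSO; schedule: culture preincubation 4 h, compound exposure 48 h, both 30 °C; detection: optical density (absorbance) at 615 nm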
bCat KO growth: primary screen for growth suppressors in beta-catenin knockout HCT116 cells (colon tumor, human); 140,000 compounds, 1.5% hits; AID 818, 2007; viability, % at 10 µM; HCT116 beta-catenin knockout viability, CellTiter-Glo, 60 h; hits give low values;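 active means viability at or under a set limit, the compound median less 4 SD, cut at about 6% in these data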;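 further: 0% = Hyamine 1622 control at 20 µM and 100% = untreated cell control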
Phagocytosis inh: inhibitors of macrophage phagocytosis, primary screen, imaging, J774A.1 cells, IgG beads | J774A.1 macrophage IgG-bead phagocytosis | 110,000 compounds, 0.07% hits | inhibition, % at 5 µM;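 active means inhibition above the mean of the plate negative controls plus 5 SD, cut at about 13% in these data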;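 further: phagocytic index as fraction of beads internalized from green versus red external bead signal; plate controls were DMSO negative control for no effect and cytochalasin-D positive control for full effect; some results beyond the cut were filed as inactive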
Starred values were filed as active, the others as inactive; · = no result given.

SMILES	GALR2 blocker	MRP1 act	BB579 growth dn	NPY Y2 blocker	PTEN del growth	E-sel TNF inh	Measles CPE	Yeast lifespan up	bCat KO growth	Phagocytosis inh
COc1ccc(-c2noc(CSc3nc(N)c(-c4ccccc4)c(=O)[nH]3)n2)cc1	-4	-0.1	-42	8	96	-1	20	-12	92	0
CCN1CCc2c(C#N)c(N3CCOCC3)nc(NCc3ccccc3)c2C1	-6	-3.1	-32	3	63	11	17	-27	82	-3
C/C(=N/NC(=O)c1cccs1)c1cccc(NC(=O)C2CC2)c1	-2	-0.8	-32	4	82	25	20	-8	85	·
COc1ccccc1NC(=O)Cn1nnc(C(=O)Nc2ccccc2)c1N	-2	-0.2	-57	0	104	·	16	2	97	-1
O=C(CN1CCCCCC1)NCCc1ccc(F)cc1	5	-2.8	-42	-2	89	1	23	-9	84	0
CCCCN1CC(O)=C(c2nc3ccccc3[nH]2)C1=N	-6	-4.2	-16	-1	75	-1	6	-3	84	1
COc1ccc(Nc2nc(-c3cccc([N+](=O)[O-])c3)nc3ccccc23)cc1	4	-3.2	-22	-2	12	23	5	0	19	·
CC1Cc2cc(/C(O)=C3/C(=O)C(=O)N(CCCn4ccnc4)C3c3ccncc3)ccc2O1 (stereo not given)	3	0.6	-28	2	100	58*	20	-7	109	·
O=C(Nc1nnc(SCc2c(Cl)cccc2Cl)s1)C1CCCO1 (stereo not given)	10	0.0	-34	22*	107	·	8	4	100	·
COC(=O)c1cc(COc2ccc3c4c(c(=O)oc3c2)CCCC4)c(C)o1	8	-0.8	-40	14	93	22	14	-4	94	-1
COc1ccc(-c2ccnc(SCC(=O)c3ccc(Br)cc3)n2)cc1	-13	0.6	-35	21*	77	·	·	11	83	-5
COc1ccc(C2c3c(ncn(CCN4CCOCC4)c3=N)Oc3ccc4ccccc4c32)cc1 (stereo not given)	-6	-7.1	-37	-3	1.1*	3	3	-14	1.5*	·
CCC(C(=O)OCC(=O)Nc1c(C)n(C)n(-c2ccccc2)c1=O)c1ccccc1 (stereo not given)	-10	-1.1	-46	0	115	3	4	3	92	-5
O=C(NCc1ccccc1)NC1CC2CCC(C1)N2Cc1ccco1 (stereo not given)	4	-0.6	-41	1	108	14	8	4	102	-1
COCC(=O)Nc1cc(C(=O)OC)cc(C(=O)OC)c1	16	-1.1	7	0	102	-16	7	0	101	-2
Clc1ccc(CN2CCC(c3nc4ccc(Cl)cc4[nH]3)CC2)cc1	7	-5.9	-29	5	12	·	3	-26	10	·
CCCC(=O)Nc1nc2ccc(NC(=O)c3ccc(Br)o3)cc2s1	4	-2.6	8	-1	73	4	4	-9	72	-4
CCN1C(=O)/C(=C\N(C)C)c2ccccc21	-4	-1.6	-19	3	97	17	5	·	95	·
CCOC(=O)c1cc(C)n(CCCN2CCOCC2)c1C	-11	-1.3	-15	3	97	13	1	-19	100	·
CC(=O)c1c(C)nc2sc3c(=N)n(N)cnc3c2c1-c1ccc(Cl)cc1	-14	-1.8	0	12	59	·	2	3	43	-1
O=C(c1ccccc1)c1cccn1CC(=O)N1CCN(C2CCCCC2)CC1	-2	-2.6	-44	1	94	-4	3	-24	120	·
COc1ccc(Cc2c(O)nc(SC)n(C(C)=O)c2=O)cc1	-7	0.9	-38	2	101	16	9	-1	102	-1
CC(C)(C)c1ccc(OCCn2ccccc2=O)cc1	4	0.1	-18	4	76	·	10	-4	70	0
CC(=O)Nc1ccc(NC(=O)C(C)OC(=O)c2ccccc2C(=O)c2ccc(Cl)c([N+](=O)[O-])c2)cc1 (stereo not given)	26	-3.6	-27	3	8	·	9	2	9	-16
O=C(C1=C(O)C(=O)N(CCOCCO)C1c1cccs1)c1cccs1 (stereo not given)	2	0.7	-1	-2	92	-4	20	-4	105	0
C=CCn1c(O)c(N=NC(=O)c2ccc3c(c2)OCO3)c2ccccc21	4	-2.5	-35	0	90	-57	5	-30	92	·
CC(=O)Nc1ccc(S(=O)(=O)N2CCOCC2)cc1	-8	-0.8	-21	0	94	-7	7	·	90	·
Cn1ncc2c(N3CCOCC3)ncnc21	-3	-3.3	-30	1	90	28	28	-8	93	-2
CC(=O)OC1CC(C)(C)N(OC(=O)CCCN2C(=O)c3ccccc3C2=O)C(C)(C)C1	13	-0.2	-18	8	82	·	4	-9	88	-4
O=C(CCn1ccc2ccccc21)Nc1ccc(N2CCOCC2)cc1	-20	-0.5	-35	0	98	·	21	-6	90	-1
Cc1ccc(SCc2nc3ccccc3n2CC(=O)Nc2c(C)cccc2C)cc1	-2	-3.6	-48	19*	73	-5	2	-13	74	·
COc1ccc(/C=N/NC(=O)c2nonc2C)cc1	-5	0.8	-4	2	108	·	11	-7	100	-1
CSc1nc2ccc3nc(NC(=O)c4cccs4)sc3c2s1	0	-3.1	8	1	93	26	4	-25	98	-1
COC(=O)c1ccccc1N/C=C1\CCc2c(c(C)nn2-c2ccccn2)C1=O	-9	0.0	-27	3	64	-5	13	-12	72	·
CCCOc1ccccc1C1CC(=O)NC(C)=C1C(=O)OCC(C)C (stereo not given)	-4	-2.4	-28	5	81	4	7	-10	76	·
O=C(Nc1ccc(Cl)cn1)c1cnn2cccnc12	4	-2.2	0	-2	78	30	24	-19	83	-1
C1=C(CCNc2ncnc3nc[nH]c23)CCCC1	18	-2.2	-1	2	69	-27	11	-7	67	1
CC12CC(NC(=O)N1CCc1ccccc1)c1ccccc1O2 (stereo not given)	-7	-2.7	3	5	68	·	11	-3	67	1
O=Cc1nc(-c2ccc(Cl)cc2)n2ccccc12	5	-1.4	13	3	68	·	6	-8	92	-7
CCCn1nnc(NC(=O)c2cccc(OCc3ccccc3)c2)n1	2	-2.5	-26	2	86	6	5	-22	102	11
N#C/C(=C(/O)COC(=O)COc1ccc(Cl)cc1)c1nc2ccccc2[nH]1	3	-1.5	-23	3	5	10	7	11	5.6*	-10
COC(=O)C1=C(C)Nc2ncnn2C1c1ccco1 (stereo not given)	-2	-0.6	-13	2	95	-17	3	-8	82	-1
O=C1c2ccncc2C(=O)N1C1CCCCC1	0	-0.6	-3	-1	100	-8	·	-9	109	1
COc1cc(NC(=O)c2cc(-c3cccc(O)c3)on2)cc(OC)c1OC	-2	-2.2	-86	1	88	·	3	-7	93	0
COc1ccc(CCC(=O)Nc2cc([N+](=O)[O-])ccc2OC)cc1	-1	-2.1	-48	1	94	-1	9	-4	84	·
O=C(Nc1nc2ccccc2s1)c1cnccn1	6	-0.2	-23	-1	57	-8	15	-13	49	0
Cc1noc(C)c1C(=O)Nc1sc(C)c(C)c1C#N	4	0.8	-20	1	110	-16	8	-7	96	1
Cc1cccc(Nc2ncccc2C(=O)O)c1C	-2	-2.5	-1	4	99	6	19	-4	91	-1
O=C(/C=C/c1ccc(S(=O)(=O)NCc2ccco2)cc1)NCc1cccc(Cl)c1	-8	-3.1	-37	1	47	·	2	-1	52	·
Cn1cnc2c1c(=O)n(Cc1ccccc1)c(=O)n2C	·	-1.8	18	·	96	·	17	-14	109	0
Carrying on:
SMILES	GALR2 blocker	MRP1 act	BB579 growth dn	NPY Y2 blocker	PTEN del growth	E-sel TNF inh	Measles CPE	Yeast lifespan up	bCat KO growth	Phagocytosis inh
O=C(NCCCN1CCCC1=O)c1ccc(Cl)c(NS(=O)(=O)c2ccc(F)cc2)c1	8	-0.7	-7	1	96	·	22	-3	88	-1
S=c1[nH]nc(-c2cccc(Cl)c2)n1CCN1CCCCC1	-4	-1.4	-48	0	96	7	4	9	100	-3
CCOC(=O)N/N=C(\C)c1ccccc1OC(F)F	-2	-2.7	-5	0	102	6	11	2	93	5
C/C(=N\NC(=O)c1ccncc1)c1cc2ccccc2oc1=O	5	0.7	-11	2	105	5	7	1	105	·
CCOC(=O)N1CCN(CC(=O)Nc2cccc(Br)c2)CC1	5	-0.2	-63	4	90	-5	2	-6	126	0
CC(Nc1ccccc1)c1cc(Cl)ccc1O (stereo not given)	-1	-4.2	-13	-1	101	-6	11	·	84	·
Cc1cc(N(C)C)c(C#N)c(NCc2ccccc2)n1	2	-1.0	0	2	58	·	3	-20	71	-1
CCC(=O)Nc1cc(C(F)(F)F)ccc1N1CCOCC1	-7	-1.2	-23	7	107	-18	3	-22	108	-1
O=C(CNC(=O)c1cccs1)NCC(=O)OCc1ccc(Cl)cc1Cl	1	-0.7	-46	4	95	7	19	-13	100	·
CC(C)[C@H](NC(=O)NCc1ccc(Cl)cc1)C(=O)O	-4	-2.9	-38	1	97	1	5	-21	99	2
CCC(C)(C)n1nnnc1C(c1cccs1)N1CCc2ccccc21 (stereo not given)	0	-1.5	-43	13	71	56	·	-8	74	0
COc1cccc(N(C(=O)c2ccco2)C(C(=O)NC2CCCC2)c2cccnc2)c1 (stereo not given)	5	-1.2	-44	1	101	-9	·	0	102	1
O=C(/C=C/c1cccc([N+](=O)[O-])c1)Nc1cccc(NC(=O)c2ccco2)c1	-16	-0.3	13	3	107	23	13	-9	100	-10
COc1ccc(NC(=S)N2CCN(C(=O)c3ccco3)CC2)c(OC)c1	-9	-1.9	-17	2	98	·	13	-2	96	-8
COc1ccc(OC)c(NC(=O)Cc2coc3ccc4ccccc4c23)c1	-10	-1.2	-82	5	85	19	17	-13	82	-2
CC(=O)NC1C(OCCOc2ccc(Cl)cc2Cl)OC(COC(C)=O)C(OC(C)=O)C1OC(C)=O (stereo not given)	6	-3.4	-25	2	96	-2	6	-6	87	·
COc1ccc(/C=C/C(=O)Nc2ccccc2C(=O)N2CCCC2)cc1	5	-2.9	-11	2	79	11	2	-22	84	2
COc1ccc(S(=O)(=O)Nc2ccc(O)c(Sc3nc4ccccc4s3)c2)cc1	13	-3.1	-27	1	79	·	4	1	82	·
Cc1ccc(N2C(=O)c3n[nH]c(C)c3C2c2ccccn2)cc1 (stereo not given)	-9	-0.7	-25	-1	109	·	24	-6	110	·
C=CC(C)Sc1nc2c(c(=O)n(C)c(=O)n2C)n1Cc1ccccc1Cl (stereo not given)	5	-1.2	-12	18*	94	-29	18	-4	96	-1
CCn1nc2cc(C(=O)NCC34CC5CC(CC(C5)C3)C4)ccc2c1OC	-3	-0.7	-4	10	87	-41	1	-17	84	·
COC(=O)c1ccc(COc2cccc(OC)c2)o1	18	0.1	-11	1	111	8	9	-13	110	0
c1ccc(Cn2c(-c3ccccc3)nc3nc4ccccc4nc32)cc1	2	-2.4	-27	17	76	0	4	0	84	-4
